Compound activity as filed in PubChem.
DAX1 inh-1: DAX1 (NR0B1) inhibition, primary screen | HEK293T StAR-luciferase reporter, SF-1/DAX-1 repression relief | inhibition, % at 6.8 µM | 370,000 compounds, 1.1% hits | AID 652010;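 active = inhibition above the mean over all tested compounds plus 3 SD, cut at about 3.6% in these data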;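 also: 0% = DAX-1 cells with DMSO and 100% = cells lacking DAX-1 with DMSO; higher inhibition means more luminescence from relief of DAX-1 repression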
ssDAF-12 act: activators of S. stercoralis DAF-12 nuclear receptor; HEK293 ssDAF-12/GRIP1 lit1-tk-luc reporter, luminescence; % of 3 µM dafachronic acid response; activation, % at 6.8 µM; 370,000 compounds, 1% hits; AID 652126;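 active = activation above the mean over all tested compounds plus 3 SD, cut at about 0.9% in these data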;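 also: 0% = DMSO-only wells and 100% = 3 µM delta7-dafachronic acid wells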
hgDAF-12 ag: activates the H. glycines DAF-12 receptor ligand-binding domain. HEK293 GAL4-hgDAF12 UAS-luciferase reporter, agonist luminescence; normalized to butyrate control. activation, % at 6.8 µM. 370,000 compounds, 1.8% hits;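 active = activation above a cutoff set at the mean of all screened compounds plus 3 SD, cut at about 10% in these data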;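 also: 0% = DMSO wells and 100% = sodium butyrate wells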
NPR1 activator: GC-A (human) enzyme activation | P16066 | HEK293 GC-A cells, cGMP TR-FRET, EC30 ANP; 0% at EC30 ANP, 100% saturating ANP | activation, % at 10 µM | 370,000 compounds, 0.14% hits | AID 1671463; in the data active = activation above about 40%
sPLA2-III inh: Inhibits HGIII-sPLA2 liposome hydrolysis, primary screen; Q9NZ20; QFRET BODIPY PC-A2 liposome hydrolysis, fluorescence; 370,000 compounds, 0.56% hits; inhibition, % at 12.2 µM;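 active = inhibition above mean plus 3 SD of compounds lying within the high and low control bounds, cut at about 19% in these data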;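 also: 0% = median of test compound wells and 100% = no enzyme DMSO wells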
Target sequence (Q9NZ20 whole entry, looked up): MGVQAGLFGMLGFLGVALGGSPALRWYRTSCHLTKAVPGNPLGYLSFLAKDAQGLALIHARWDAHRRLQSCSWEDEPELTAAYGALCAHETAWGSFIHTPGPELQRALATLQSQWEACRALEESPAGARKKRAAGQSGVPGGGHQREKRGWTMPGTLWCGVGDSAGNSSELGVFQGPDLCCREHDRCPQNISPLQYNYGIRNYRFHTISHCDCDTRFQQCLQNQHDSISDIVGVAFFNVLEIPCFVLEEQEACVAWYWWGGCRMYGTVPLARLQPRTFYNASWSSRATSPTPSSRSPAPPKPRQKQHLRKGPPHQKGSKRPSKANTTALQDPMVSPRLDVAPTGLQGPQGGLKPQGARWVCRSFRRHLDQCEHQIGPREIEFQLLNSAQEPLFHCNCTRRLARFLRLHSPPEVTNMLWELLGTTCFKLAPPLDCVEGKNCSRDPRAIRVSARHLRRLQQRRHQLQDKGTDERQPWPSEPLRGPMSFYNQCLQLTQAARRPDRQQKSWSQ
DAX1 inh-2: inhibits human nuclear receptor DAX1; AID 504766; 340,000 compounds, 0.99% hits; HEK293 Gal4-DAX1 luciferase reporter, luminescence; inhibition, % at 6.75 µM; P51843;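 active = inhibition above the mean over all tested compounds plus 3 SD, cut at about 4.2% in these data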;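 also: 0% = DAX1-transfected cells with DMSO and 100% = empty-vector control cells with DMSO; inhibition shows as a rise in luminescence from relieved DAX1 repression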
Target sequence (P51843 207-470 limits assumed): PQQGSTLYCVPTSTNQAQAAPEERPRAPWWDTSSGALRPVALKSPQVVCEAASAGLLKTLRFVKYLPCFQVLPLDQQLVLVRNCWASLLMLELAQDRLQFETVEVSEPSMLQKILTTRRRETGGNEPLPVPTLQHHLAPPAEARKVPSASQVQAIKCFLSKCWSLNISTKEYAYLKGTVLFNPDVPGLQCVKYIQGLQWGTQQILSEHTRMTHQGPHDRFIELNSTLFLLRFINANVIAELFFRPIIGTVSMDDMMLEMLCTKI
ADAM10 inh: ADAM10 inhibition, QFRET primary screen | recombinant ADAM10, EDANS/DABCYL FRET peptide cleavage, 3 h | inhibition, % at 7 µM | 370,000 compounds, 0.62% hits | AID 720582;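 active = inhibition above a per-campaign cutoff equal to the mean of compounds falling between control-based bounds plus 3 SD, cut at about 20% in these data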;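 also: 0% = DMSO wells while the 100% control is not disclosed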
SMARCA2 activ: increases SMARCA2 function in MMTV reporter cells. AID 652017. activation, % at 9.1 µM. MG213 cells, MMTV-luciferase reporter, dexamethasone, overnight. 370,000 compounds, 1% hits; in the data active = activation above about 7.8%;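 also: 0% = vehicle wells and 100% = reference activator wells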
hcDAF12 agonist: activates DAF-12 receptor from parasite H. contortus | HEK293 hcDAF-12 lit1-tk-luc reporter, luminescence; 0% DMSO, 100% Δ7-dafachronic acid | activation, % at 6.8 µM | 370,000 compounds, 1.4% hits | AID 652067;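 active = activation above the mean of all tested compounds plus 3 SD, cut at about 5.5% in these data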;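 also: 100% = response to 3 µM Δ7-dafachronic acid high control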
GAA850 FXN act: frataxin GAA850 promoter activation | HEK293 lucGAA850 FXN promoter luciferase reporter, 24 h; percent of 10 µM SAHA response | activation, % at 6 µM | 360,000 compounds, 0.56% hits;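 active = activation above the average of all compounds screened plus 3 SD, cutoff fixed separately per campaign, cut at about 7.5% in these data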;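 also: 0% = DMSO wells and 100% = 10 µM SAHA wells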
GC-B act: GC-B (human) receptor activation. P20594. HEK293-GC-B cells, CNP EC30, cGMP TR-FRET; 0% at EC30 CNP, 100% saturating CNP. activation, % at 10 µM. 370,000 compounds, 0.11% hits. AID 1920062;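 active = activation at 10 µM reaching about 35% in either raw or pattern-adjusted values, limit read from the data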
The depositor's hits bear a star; . = not tested or not shown.

Value order: DAX1 inh-1, ssDAF-12 act, hgDAF-12 ag, NPR1 activator, sPLA2-III inh, DAX1 inh-2, ADAM10 inh, SMARCA2 activ, hcDAF12 agonist, GAA850 FXN act, GC-B act
> Cc1ccc(CCNC(=O)C2CCN(S(=O)(=O)N3CCCC3)CC2)cc1
    0.4, -1.2, -1.1, 0, 5, -1.3, -7, -2, -1.3, 0.7, 1
> Cc1nn(CC(=O)Nc2c(C)n(C)n(-c3ccccc3)c2=O)c(C)c1[N+](=O)[O-]
    -0.5, -1.2, 7.3, 0, 1, -0.4, 2, 2, 0.1, -0.3, 5
> Cc1ccc(CSCCNC(=O)CSc2ccccc2)cc1
    -0.2, -2.1, 1.6, -1, -1, -0.5, 12, 0, -0.2, 2.0, 5
> CC(C)(C)c1ccc(S(=O)(=O)NC(=O)C2(C)CCN2C(=O)Cc2ccc(-c3ccccc3)cc2)cc1 (configuration not stated)
    -0.1, -1.2, 1.2, 0, -66, ., -4, -1, 1.2, 1.0, 0
> CCOc1ccc2nc(NC3=NC(c4ccc(OC)cc4)CC(=O)N3)nc(C)c2c1 (configuration not stated)
    -1.0, -1.4, -2.8, 8, -11, 0.0, -218, 7, -3.4, -1.2, 7
> Cc1ccc(Cl)cc1NC(=O)CN1C(=O)NC(C)(C2CC2)C1=O (configuration not stated)
    0.0, -1.4, -1.0, 3, 2, -0.8, 5, -5, -0.4, 0.8, 4
> Cc1nccc(-c2ccc(-n3cnc4ccccc43)cc2)n1
    -0.7, -1.4, 5.8, -14, 1, 0.1, 11, -2, -1.2, -1.6, -12
> CC(C)OC(=O)c1cccnc1SCC(=O)N(C)c1ccccc1
    -0.7, -1.1, -1.4, 0, 0, 0.0, -4, -5, -1.6, -0.8, 4
> CCOC(=O)C1(CCCc2ccccc2)CCN(C(=O)C2CCCN(C(N)=O)C2)CC1 (configuration not stated)
    0.4, -2.1, -1.9, -1, 2, 2.6, -7, -3, -0.8, 0.0, 1
> Cc1ccc(CC(=O)OCC(=O)NC2CCCC(C)C2C)cc1C (configuration not stated)
    -0.2, -0.9, 0.5, 2, -3, -0.7, -4, 1, 0.1, 0.3, 3
> CC(=O)N=c1sc2cc(C)ccc2n1C
    -0.6, -1.8, -4.4, 5, 10, -1.8, -8, -3, -2.4, -0.5, 4
> Clc1ccc(OC2CCN(Cc3nc(CC4CC4)no3)CC2)cc1
    -0.8, -1.8, -2.4, 3, -5, 0.1, 5, -6, -1.0, 2.0, 3
> CCCCn1c(CNC(=O)Cc2ccccc2)nc2ccccc21
    2.0, -0.4, -3.0, -4, 4, -0.2, -5, -1, 0.2, -0.3, -4
> Cc1cccc(NC(=O)c2cc(S(=O)(=O)N3CCCCC3)ccc2Cl)n1
    0.4, -0.8, 0.0, 3, 9, 0.4, 1, -2, -0.8, 0.4, -1
> Cc1ccccc1-c1nc2ccccc2[nH]1
    1.8, -0.7, 9.0, -1, 4, 1.6, 3, 6, 1.4, 4.3, -4
> COC(=O)c1cscc1NC(C)=O
    0.1, -1.2, 2.8, 2, 1, 0.4, 6, 2, -0.9, -0.1, 2
> CS(=O)(=O)c1ccccc1C(=O)Nc1ccc(-c2nc3ccccc3o2)cc1
    0.2, -1.3, 6.6, 7, -27, 0.9, -5, 4, -1.5, 4.3, -2
> CCC(=O)n1nc(-c2ccc(Cl)cc2)nc1SC
    2.2, -0.8, 9.6, 5, 7, 0.0, 8, -3, 3.0, 3.1, 7
> COC1CCN(C(=O)CC2C(=O)NCCN2CC(C)(C)C)CC1 (configuration not stated)
    0.7, -1.0, -1.3, -1, -1, -0.2, -73, -2, 0.5, -0.5, 5
> Cc1cc(C(=O)N2CCC(C)CC2)on1
    0.0, -0.9, 1.1, 3, 1, 3.5, 6, 4, -1.8, -1.5, 2
> Cc1ccccc1Oc1ccccc1N
    0.1, -0.5, -3.2, 1, 7, 0.8, -3, 5, 2.2, 2.5, 2
> O=C(OCCCc1cc2ccccc2c(=O)o1)N1CCOCC1
    -0.1, -0.7, 1.2, 0, 7, 1.8, -28, 2, -0.8, 2.5, 5
> Cc1cc(C)cc(-c2nnc(SCc3ccc(C(=O)O)cc3)o2)c1
    1.1, -1.0, 6.5, -1, -11, 0.9, -2, -3, 0.3, 2.6, 0
> Cc1cccc(NS(=O)(=O)c2ccc3[nH]c(=O)cc(C(=O)OC(C)C(=O)Nc4ccc([N+](=O)[O-])cc4)c3c2)c1 (configuration not stated)
    -1.0, -1.7, 0.6, -8, -28, -0.7, 25*, -6, -0.5, -0.8, 2
> CCC1CCc2sc(C(=O)NC3CCN(Cc4ccccc4)CC3)cc2C1 (configuration not stated)
    -3.2, -1.8, 0.4, -3, -24, -2.4, 4, -3, -3.0, -1.9, -6
> COc1ccc(/C=C/C(=O)Nc2cc(C)nn2-c2nc3ccccc3n2Cc2cccc([N+](=O)[O-])c2)cc1
    1.6, 1.0*, 3.5, 0, 6, 2.4, -2, 0, 4.2, -2.9, 2
> CCCN1CCC(C(=O)NC(c2ccc(Cl)cc2)c2ccsc2)CC1 (configuration not stated)
    2.9, -0.7, -1.4, -15, -1, ., 5, 0, 3.6, -1.1, -7
> C=CCNC(=O)c1c(CSc2ccc(Cl)cc2)noc1C(=O)NCCC
    -0.5, -1.6, -0.2, 2, -4, -0.4, 4, 2, -1.0, 2.3, 0
> CC(C)NC(=O)N(C)C[C@H]1Oc2c(NS(=O)(=O)c3ccc(F)cc3)cccc2C(=O)N([C@H](C)CO)C[C@@H]1C
    -0.3, -1.4, -0.7, 0, 5, -0.2, -2, 2, -2.4, -1.7, 1
> COc1cccc(CNc2nc3cc(-c4ccc(OC)c(OC)c4)sc3c(=O)n2C)c1
    -0.9, -1.4, -3.5, 3, 8, ., -64, -5, -0.2, -0.6, 3
> O=C(CCS(=O)(=O)c1cc2c(cc1Cl)NC(=O)CO2)NCc1ccc(F)cc1
    0.2, -2.0, 6.7, -4, 0, -0.1, -3, -1, -1.9, -3.0, -11
> COc1ccc(S(=O)(=O)N2CCCCC2)cc1-n1cnnn1
    -0.3, -1.2, -0.4, 0, -3, -0.4, 5, -1, -1.2, 4.0, 1
> CCOC(=O)C1CCN(C(=O)c2cc3c(ccc4ccccc43)o2)CC1
    4.1*, -0.5, 5.4, -1, -14, 1.0, -2, 9.0*, 2.5, 4.4, -7
> COc1ccc(-c2csc(N(Cc3ccco3)C(=O)c3cccs3)n2)cc1
    -0.2, -1.5, 3.1, -4, -6, 0.2, 6, -2, -2.4, -0.2, 5
> CC1(C)CC(NC(=S)Nc2ccc([N+](=O)[O-])cc2)CC(C)(C)N1
    0.0, -1.7, -4.8, 3, 11, -0.1, -4, -3, -0.8, -2.0, 1
> Cc1nnc(NC(=O)C2CCCN2C(=O)Nc2ccccc2)s1 (configuration not stated)
    0.3, -1.3, -1.9, -2, -11, -1.0, -1, 1, 0.2, 1.0, -3
> CN(C)CCCN(C(=O)COc1ccc(Cl)cc1)c1nc2c(F)cccc2s1
    -0.5, -0.8, 0.7, 4, 10, 0.7, 7, -5, -0.9, 1.5, 7
> CC1C(=O)C(C)C(c2ccc(O)cc2)NC1c1ccc(O)cc1 (configuration not stated)
    -0.4, -1.1, -2.5, -1, -7, 1.8, -1, 3, -0.8, -0.3, 2
> CCCN1Cc2cccc(C(=O)NCc3cccs3)c2C1=O
    -1.1, -1.5, -1.1, 9, 5, -0.7, -5, -1, -1.7, 2.1, 10
> COc1cc(/C=C2\SC(=S)N(CC(=O)O)C2=O)ccc1OC(=O)c1ccco1
    0.2, -1.0, -1.4, -3, -18, -0.4, 6, 0, -2.1, -0.7, 1
> O=C(CCCCCN1C(=O)c2ccccc2C1=O)Nc1ccc(C(=O)O)cc1
    -0.2, -1.2, 0.6, 3, 11, 0.8, 2, -2, 1.6, 0.1, 0
> CCC(=O)Nc1ccc(C(=O)N/N=C/c2ccccc2[N+](=O)[O-])cc1
    0.9, -0.6, 5.2, -3, 4, -0.8, -10, -2, -1.1, -0.4, -1
> CN(C)S(=O)(=O)c1cccc(COC(=O)c2cnccn2)c1
    0.0, -0.1, -0.9, 0, 0, 0.7, -1, 0, -0.9, 0.3, 2
> COc1ccc(C)cc1NC(=O)CSc1nnnn1C1CCCC1
    0.1, -0.4, 1.6, 2, 0, -1.6, -8, -2, 2.1, -0.2, -2
> Fc1ccc(Cn2ccc3ccc(-c4ccc5ccn(Cc6ccc(F)cc6F)c5c4)cc32)c(F)c1
    -0.3, -1.0, 2.0, 0, 7, ., -95, -1, 1.2, ., 1
> Cc1nn(CCc2nn[nH]n2)c2nc(-c3ccccc3)cc(C(F)(F)F)c12
    -0.1, -1.8, -0.6, 2, -26, -1.6, -429, 2, -1.0, 0.6, -1
> O=C(COC(=O)c1ccccc1O)NCCC1=CCCCC1
    0.2, -0.9, 6.2, -2, 3, 1.1, -9, 3, -1.4, 1.5, -12
> COc1cc(CCC(=O)NCCc2ccc(F)cc2)cc(OC)c1OC
    -0.6, -1.0, 0.5, -2, 3, -0.5, 3, -1, -0.7, 1.3, -3
> CN(/N=C/c1ccc(Br)o1)C1=NS(=O)(=O)c2ccccc21
    -0.4, -0.9, -2.2, -27, 0, 0.3, -88, -6, -0.2, 1.4, -9
> O=C(Nc1ccc(C(=O)N2CCOCC2)cc1)Nc1cccc2ccccc12
    0.0, -0.1, 6.2, -1, 6, 0.8, -20, 0, 4.0, 1.6, -2

Another view of some results above.
Structure	DAX1 inh-1	ssDAF-12 act	hgDAF-12 ag	NPR1 activator	sPLA2-III inh	DAX1 inh-2	ADAM10 inh	SMARCA2 activ	hcDAF12 agonist	GAA850 FXN act	GC-B act
Cc1nn(CCc2nn[nH]n2)c2nc(-c3ccccc3)cc(C(F)(F)F)c12	-0.1	-1.8	-0.6	2	-26	-1.6	-429	2	-1.0	0.6	-1
O=C(COC(=O)c1ccccc1O)NCCC1=CCCCC1	0.2	-0.9	6.2	-2	3	1.1	-9	3	-1.4	1.5	-12
